# Assay outcomes (PubChem)
# ADAM10 inh – human ADAM10 inhibitors, primary screen, biochemical, QFRET, HTS | Disintegrin and metalloproteinase domain-containing protein 10 (Homo sapiens), O14672 | recombinant ADAM10, EDANS/DABCYL FRET peptide cleavage, 3 h | inhibition, % at 7 µM | 370,000 compounds, 0.62% hits | AID 720582, 2013;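 active = inhibition above a per-campaign cutoff equal to the mean of compounds falling between control-based bounds plus 3 SD, cut at about 20% in these data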;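 note: 0% = DMSO wells while the 100% control is not disclosed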
# Target sequence (O14672 214-748 limits assumed): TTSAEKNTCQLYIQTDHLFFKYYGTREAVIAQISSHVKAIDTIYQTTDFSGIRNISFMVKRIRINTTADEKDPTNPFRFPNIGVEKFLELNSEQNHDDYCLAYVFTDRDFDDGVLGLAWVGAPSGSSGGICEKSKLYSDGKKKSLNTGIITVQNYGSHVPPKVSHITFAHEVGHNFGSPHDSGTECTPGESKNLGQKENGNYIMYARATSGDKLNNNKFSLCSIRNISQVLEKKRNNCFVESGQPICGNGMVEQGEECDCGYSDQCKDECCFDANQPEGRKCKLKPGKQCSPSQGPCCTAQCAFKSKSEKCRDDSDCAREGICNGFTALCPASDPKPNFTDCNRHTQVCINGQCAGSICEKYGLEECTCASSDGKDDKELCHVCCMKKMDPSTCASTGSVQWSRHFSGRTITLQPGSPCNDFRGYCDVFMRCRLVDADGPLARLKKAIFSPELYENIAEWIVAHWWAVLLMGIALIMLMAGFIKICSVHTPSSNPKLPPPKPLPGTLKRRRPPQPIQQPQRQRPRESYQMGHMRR
# hcDAF-12 act – H. contortus DAF-12 nuclear receptor activators, primary screen, cell-based, luminescence, HEK293, lit1-tk-luc reporter; HEK293 hcDAF-12 lit1-tk-luc reporter; 0% DMSO, 100% Δ7-dafachronic acid; 370,000 compounds, 1.4% hits; AID 652067, 2013; activation, % at 6.8 µM;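 active = activation above the mean of all tested compounds plus 3 SD, cut at about 5.5% in these data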;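 note: 100% = response to 3 µM Δ7-dafachronic acid high control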
# PG9 Ab binder – binders of HIV-1 gp120 antibody PG9, primary screen, biochemical, TR-FRET | TR-FRET gp120-PG9 antibody binding | inhibition, % at 6.7 µM | HIV-1 gp120 / PG9 antibody interaction | 360,000 compounds, 0.43% hits | AID 624416, 2012; in the data active = inhibition above about 8.5%
# SMARCA2 act – SMARCA2 (BRM) function activators, primary screen, cell-based, luminescence, high throughput; activation, % at 9.1 µM; MG213 cells, MMTV-luciferase reporter, dexamethasone, overnight; 370,000 compounds, 1% hits; in the data active = activation above about 7.8%;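 note: 0% = vehicle wells and 100% = reference activator wells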
# DAX1 inh-1 – DAX1 (NR0B1) inhibitors, primary screen, cell-based, HEK293, Gal4-DAX1, luciferase luminescence. Nuclear receptor subfamily 0 group B member 1 (Homo sapiens), P51843. 340,000 compounds, 0.99% hits. inhibition, % at 6.75 µM. HEK293 Gal4-DAX1 luciferase reporter. AID 504766, 2011;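 active = inhibition above the mean over all tested compounds plus 3 SD, cut at about 4.2% in these data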;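 note: 0% = DAX1-transfected cells with DMSO and 100% = empty-vector control cells with DMSO; inhibition shows as a rise in luminescence from relieved DAX1 repression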
# Target sequence (P51843 207-470 limits assumed): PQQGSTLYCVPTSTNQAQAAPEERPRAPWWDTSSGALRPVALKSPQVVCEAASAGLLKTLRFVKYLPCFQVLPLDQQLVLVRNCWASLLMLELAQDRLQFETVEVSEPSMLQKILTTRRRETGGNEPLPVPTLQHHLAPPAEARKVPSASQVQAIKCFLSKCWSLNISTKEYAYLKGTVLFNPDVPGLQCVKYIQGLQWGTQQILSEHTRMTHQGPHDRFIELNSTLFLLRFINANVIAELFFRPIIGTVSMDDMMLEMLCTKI
# ADAM17 inh – ADAM17 inhibitors, primary screen, biochemical, QFRET; recombinant ADAM17, EDANS/DABCYL FRET peptide cleavage; Disintegrin and metalloproteinase domain-containing protein 17 (Homo sapiens), P78536; 370,000 compounds, 0.83% hits; AID 720648, 2013; inhibition, % at 6.95 µM;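 active = inhibition above the mean of compounds lying between control limits plus 3 SD, set per campaign, cut at about 8.5% in these data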;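 note: 0% = DMSO-only wells as the low control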
# NPR1 activator – GC-A stimulated cGMP production enhancers – HEK293 GC-A cells, cGMP TR-FRET, EC30 ANP, primary screen | 0% at EC30 ANP, 100% saturating ANP | AID 1671463, 2021 | activation, % at 10 µM | 370,000 compounds, 0.14% hits; in the data active = activation above about 40%
# GAA850 FXN act – FXN promoter activators, primary screen, cell-based, luciferase luminescence, HEK293 lucGAA850; HEK293 lucGAA850 FXN promoter luciferase reporter, 24 h; percent of 10 µM SAHA response; activation, % at 6 µM; 360,000 compounds, 0.56% hits; AID 540364, 2011;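 active = activation above the average of all compounds screened plus 3 SD, cutoff fixed separately per campaign, cut at about 7.5% in these data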;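 note: 0% = DMSO wells and 100% = 10 µM SAHA wells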
# hgDAF-12 ag – H. glycines DAF-12 receptor agonists, primary screen, cell-based, luminescence, HEK293, GAL4 fusion, UAS-luciferase; Nuclear hormone receptor DAF-12 (Heterodera glycines), GAL4 fusion; HEK293 GAL4-hgDAF12 UAS-luciferase reporter, agonist luminescence; normalized to butyrate control; activation, % at 6.8 µM; 370,000 compounds, 1.8% hits;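 active = activation above a cutoff set at the mean of all screened compounds plus 3 SD, cut at about 10% in these data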;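 note: 0% = DMSO wells and 100% = sodium butyrate wells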
# ssDAF12 agonist – S. stercoralis DAF-12 nuclear receptor activators, primary screen, cell-based, luminescence, HEK293, GRIP1 co-expression, lit1-tk-luc | HEK293 ssDAF-12/GRIP1 lit1-tk-luc reporter; % of 3 µM dafachronic acid response | activation, % at 6.8 µM | 370,000 compounds, 1% hits | Nuclear hormone receptor DAF-12 (Strongyloides stercoralis);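 active = activation above the mean over all tested compounds plus 3 SD, cut at about 0.9% in these data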;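 note: 0% = DMSO-only wells and 100% = 3 µM delta7-dafachronic acid wells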
# DAX1 inh-2 – DAX1 (NR0B1) inhibitors on StAR promoter, primary screen, cell-based, luminescence, SF-1 (NR5A1), full-length DAX-1; HEK293T StAR-luciferase reporter, SF-1/DAX-1 repression relief; inhibition, % at 6.8 µM; 370,000 compounds, 1.1% hits; AID 652010, 2013;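 active = inhibition above the mean over all tested compounds plus 3 SD, cut at about 3.6% in these data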;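 note: 0% = DAX-1 cells with DMSO and 100% = cells lacking DAX-1 with DMSO; higher inhibition means more luminescence from relief of DAX-1 repression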
# Numbers without * were called inactive; · = not tested or not shown. Not all compounds are listed; rates above refer to the full screens.
SMILES,ADAM10 inh,hcDAF-12 act,PG9 Ab binder,SMARCA2 act,DAX1 inh-1,ADAM17 inh,NPR1 activator,GAA850 FXN act,hgDAF-12 ag,ssDAF12 agonist,DAX1 inh-2
CC(C)c1c(CN(C)C(C)Cc2ccccc2)n(C)n(-c2ccccc2)c1=O (configuration not stated),-6.3,-2.2,0.2,-0.6,0.7,-6.1,-4.0,-0.9,-0.7,-1.4,-0.6
O=C(NC(=C(Cl)Cl)P(=O)(c1ccccc1)c1ccccc1)c1ccccc1,-2.4,-2.3,-0.8,-0.8,0.6,-1.7,-6.3,-1.2,1.5,-1.9,0.3
CCCCn1c(O)c(C(C)=NCc2ccco2)c(=O)[nH]c1=O,-2.0,-2.0,-0.8,-6.8,1.4,-1.5,4.7,1.1,-0.8,-2.8,0.0
CCOc1ccccc1CN1C2CCC1CC(c1ccc(C)cc1)C2 (configuration not stated),-1.3,-0.6,0.6,-4.7,0.9,-4.4,-17.4,-4.8,0.9,-1.1,-0.4
CC1CCCN1CCC(C(N)=O)(c1ccccc1)c1ccccc1 (configuration not stated),-20.3,0.1,1.2,-3.4,0.5,-4.5,-5.1,1.9,-2.7,-1.0,0.8
CC1CC(C)CC(C)C(O)C(C#N)=CC=CCC(C2CCCC2C(=O)O)OC(=O)CC(O)C(C)C1 (configuration not stated),-10.9,-4.9,1.4,-10.5,-5.7,-3.9,1.0,-11.8,-16.1,-2.3,-7.0
O=C1CC(c2ccccc2)CN1 (configuration not stated),2.1,0.5,1.2,-5.5,0.5,-2.4,4.7,1.4,-2.2,-1.1,-0.1
CCN(CC)CCNC(=O)c1c(O)c2ccccc2n(Cc2ccccc2)c1=O,-5.1,0.2,1.5,-0.5,1.7,-7.0,9.5,-0.1,1.3,-0.9,-0.3
CCC(=NCc1ccco1)c1c(O)n(C2CCCCC2)c(=O)[nH]c1=O,1.2,-3.0,0.0,-1.6,-0.1,2.8,0.3,1.1,0.0,-1.2,-0.4
O=[N+]([O-])c1ccccc1-c1cc(-c2ccccc2)cc(-c2ccccc2)[n+]1Cc1ccccc1Cl,-4.6,-4.7,-0.1,-7.3,·,-4.2,-8.4,·,-7.6,-2.1,-2.7
Cc1ccc(C2C(S(C)(=O)=O)=C(O)C(=O)N2c2ccccc2)cc1 (configuration not stated) (tested in a mixture with another compound),16.0,-0.9,-1.2,0.4,0.0,-0.7,0.5,0.0,2.4,-1.2,-0.1
Cc1ccc2nc(-c3ccc(CN4CCC(n5c(=O)[nH]c6cc(Cl)ccc65)CC4)cc3)c(-c3ccccc3)nc2c1,-110.6,-2.0,-0.3,5.7,·,-21.1,-2.8,·,7.8,-1.1,-2.9
c1cc2c(cc1NC1=NCCO1)CCCC2,-1.9,-2.3,-1.2,-1.5,-0.8,3.5,3.7,-0.6,5.7,-0.6,-0.8
Cc1nc2ccccc2c(=O)n1-c1ccccn1,-6.9,-0.1,-1.7,1.0,1.4,-3.3,10.6,1.8,-1.3,-1.2,-0.1
O=P(OCC(F)(F)C(F)F)(N1CCOCC1)N1CCOCC1,-3.8,-0.1,-0.6,-0.4,-0.1,-5.5,1.2,1.4,0.2,-1.3,0.7
CCOC(=O)c1c(C)[nH]c(C(=O)C(Cc2ccccc2)N(C)C)c1C (configuration not stated),-0.1,-2.0,0.7,2.8,0.4,-5.7,-8.3,1.4,2.7,-1.0,-0.9
C[C@]12CC[C@@H](O)CC1=CCC1C2CC[C@@]2(C)C1CC[C@@H]2N (some centres not stated),0.4,-0.4,-2.3,3.6,1.0,0.8,0.8,4.0,2.4,-1.1,0.6
CN(C)P(=O)(N(C)C)N1CC1,-6.2,0.4,-1.6,6.6,0.3,-1.3,-0.2,-1.9,-0.2,-1.5,-1.2
CC(=O)c1cc(C#N)c(N2CCN(C)CC2)nc1C,-3.4,0.1,-0.1,-2.8,0.1,2.5,2.5,2.7,0.3,-0.7,-0.2
Cc1ccc(S(=O)(=O)N2Cc3cnnn3-c3ccccc3C2C#N)cc1 (configuration not stated),-12.8,1.5,1.4,-3.9,0.5,-2.1,-1.3,1.6,1.7,-0.5,0.1

# Part of the list above, bar-delimited.
Compound | ADAM10 inh | hcDAF-12 act | PG9 Ab binder | SMARCA2 act | DAX1 inh-1 | ADAM17 inh | NPR1 activator | GAA850 FXN act | hgDAF-12 ag | ssDAF12 agonist | DAX1 inh-2
CN(C)P(=O)(N(C)C)N1CC1 | -6.2 | 0.4 | -1.6 | 6.6 | 0.3 | -1.3 | -0.2 | -1.9 | -0.2 | -1.5 | -1.2
CC(=O)c1cc(C#N)c(N2CCN(C)CC2)nc1C | -3.4 | 0.1 | -0.1 | -2.8 | 0.1 | 2.5 | 2.5 | 2.7 | 0.3 | -0.7 | -0.2

# (cont.)
SMILES,ADAM10 inh,hcDAF-12 act,PG9 Ab binder,SMARCA2 act,DAX1 inh-1,ADAM17 inh,NPR1 activator,GAA850 FXN act,hgDAF-12 ag,ssDAF12 agonist,DAX1 inh-2
C=CCn1c(O)c(C=NCCN(C)C)c(=O)[nH]c1=O,-9.9,-0.7,-1.1,-0.5,-0.5,-4.0,4.1,1.1,0.3,-1.4,-0.1
Cn1c(O)c(C=NCc2ccco2)c(=O)n(C)c1=O,-1.0,-1.8,2.0,-2.7,0.4,-4.9,0.1,1.1,0.2,-1.1,0.1
OCCOCCO,-12.2,-2.7,-1.0,1.5,1.8,-2.4,5.9,1.7,0.8,-1.1,0.4
CCc1ccc(N2C(=O)NC(=O)C(Cc3ccc(OC)cc3OC)C2=O)cc1 (configuration not stated),-4.8,0.2,-0.2,-0.7,-0.2,-4.4,3.2,0.6,1.1,-0.8,-0.6
CC1=C(C(=O)O)N2C(=O)C(NC(=O)CCCC(=O)O)C2SC1 (configuration not stated),-2.4,-1.3,-0.6,3.7,0.0,-2.4,-3.2,-0.2,1.2,-1.4,-0.7
O=C1C2CCCC1C(N1CCCC1)CC2 (configuration not stated),5.6,1.2,-0.7,0.4,0.9,0.1,1.4,0.3,-0.2,-0.1,-0.1
O=C(COC(=O)Cc1ccccc1)Nc1cccnc1Cl,-0.7,0.5,1.1,-1.6,0.5,-3.9,3.0,-0.8,0.3,-1.4,0.6
N=Cc1c(O)n(-c2ccccc2)c(=O)n(-c2ccccc2)c1=O,1.7,1.3,1.3,-1.4,-0.7,-6.0,5.8,0.6,-0.1,-1.6,-0.7
COC(=O)N1Cc2ccccc2-n2nncc2C1,-11.7,0.2,1.2,-3.0,0.8,-4.6,1.8,0.6,3.0,-0.9,1.6
CCC(=NCCCN(C)C)c1c(O)n(-c2ccc(OC)cc2)c(=O)[nH]c1=O,-1.9,-1.2,-0.9,-0.2,1.8,-1.6,3.6,-0.8,0.6,-1.5,0.2
c1ccc(C(CN2CCCCC2)c2ccccc2)cc1,-2.1,1.9,1.4,-0.8,-0.5,-4.3,-21.8,0.3,0.8,-0.6,-0.5
COc1ccc(C2SCC(=O)Nc3c2c(C)nn3C2CCOC(C)(C)C2)cc1 (configuration not stated),8.3,-1.0,0.5,0.3,1.8,4.4,1.1,0.8,-2.6,-1.3,-0.3
CN(C(=O)Oc1ccc(C(C)(C)C)cc1)c1ccccc1,-0.1,-2.0,-1.4,3.8,0.1,2.1,4.6,1.3,11.3*,-0.6,0.3
C#C[C@]1(O)CC[C@H]2[C@@H]3[C@H](O)C[C@H]4C[C@@H](O)CC[C@]4(C)[C@H]3CC[C@@]21C,-2.3,-0.6,-1.7,-1.8,-0.6,-1.2,5.8,-0.3,3.3,-1.9,-2.0
COc1ccccc1Cn1c(SCC#N)nc2cc(C(=O)N3CCC4(CC3)OCCO4)ccc2c1=O,2.2,-2.8,-1.0,0.8,-1.4,-2.0,8.7,3.5,-2.3,-1.5,-1.6
COc1ccc(CC2(CCc3ccncc3)C(=O)NC(=O)NC2=O)cc1OC,4.2,-0.2,1.5,-1.3,-1.1,-5.6,-2.0,0.3,-0.6,-1.3,-0.7
COc1ccc2nc(-c3ccc(CN4CCC(n5c(=O)[nH]c6ccccc65)CC4)cc3)c(-c3ccccc3)nc2c1,-157.0,-3.5,-0.7,-0.2,·,-34.4,3.2,·,-2.8,-2.3,-3.3
CCOC(=O)C1=C(N)Oc2cc(C)oc(=O)c2C12C(=O)N1c3c(cc(OC)cc32)C(C)=CC1(C)C (configuration not stated),-22.7,-1.1,-0.5,-4.1,0.7,-7.3,-26.6,-3.0,-1.3,-0.9,-0.9
O=c1[nH]c(=S)[nH]c(O)c1CN1CCCCC1,-11.0,-1.5,0.2,-3.0,-1.6,-6.3,1.6,0.5,2.9,-1.8,-0.3
c1ccc2c(N3CCNCC3)nsc2c1,-13.2,0.2,0.9,-0.7,-1.0,-6.1,-0.8,-2.8,-3.7,-1.5,-1.8
O=C(COc1ccc(Cl)cc1Cl)N1CCN(C/C=C/c2ccccc2)CC1,5.4,-0.1,0.7,-3.6,-0.7,5.2,0.0,1.8,-2.7,-1.4,-0.4
Cc1cc(/C=C2/C(=O)NC(=O)N(c3ccc(Br)cc3)C2=O)c(C)n1C,2.2,5.9*,0.4,-2.5,3.5,-4.8,2.0,1.7,2.7,-0.2,-0.5
O=C1CN=C(c2ccc[nH]2)c2cc(Cl)ccc2N1,2.2,-0.7,-0.3,-2.9,-0.2,-3.5,18.5,-9.6,1.4,-1.1,-1.4
Cc1ccc(C(C)C)c(OCC#CCN2CCCC2)c1,9.4,-0.2,-1.4,-2.0,0.2,0.4,-2.9,0.0,5.4,-0.7,1.3
CCCCn1c(O)c(C(C)=NCCCn2ccnc2)c(=O)[nH]c1=O,1.0,-2.0,-3.7,1.4,0.2,-0.8,-3.1,-2.3,-1.0,-1.1,-0.5
COc1ccc2[nH]c3c(c2c1)CCNC3C (configuration not stated),13.9,5.7*,-1.0,-1.8,1.6,4.4,-6.4,-1.3,-1.1,0.0,-0.6
Cc1cccc(C(O)(C(=O)O)c2ccccc2)c1 (configuration not stated),-9.3,0.1,-0.7,2.2,2.4,-2.2,5.1,-2.5,-1.4,-0.7,0.3
